RmlC RmlD mix = RmlC and RmlD coupled enzyme inhibitors, primary screen, biochemical, 384-well, compound mixtures, retest; RmlC/RmlD coupled enzyme inhibition, 384-well mixture HTS; inhibition, % at 5.5 µM; actives 0.39% (n = 110,000); AID 1532, 2009; in the data active = inhibition above about 30%, passing the limit was not always enough; note: strong numbers were not always called active
RT RNaseH block = HIV-1 RT RNase H inhibitors, primary screen, biochemical, fluorescence; Gag-Pol polyprotein (Human immunodeficiency virus type 1 group M subtype B (isolate …; RT-RNase H RNA/DNA duplex cleavage; AID 565, 2006; actives 1.9% (n = 65,000); inhibition, % at 10 µM; in the data active = inhibition above about 50%
An asterisk follows results filed as active; . = not tested or not shown; & = joins results of further samples. Not all compounds are listed. The share of hits here may be higher or lower than overall.

SMILES	RmlC RmlD mix	RT RNaseH block
CCN(C(=O)c1ccc2c(OC)n(CC)nc2c1)c1ccc(OC)cc1	10.6	.
C=C(C)CSc1nnc([C@@H]2CCCN2C(=O)OC(C)(C)C)o1	-6.0	-10.9
Cn1c(CCCNC(=O)c2cccs2)nc2ccccc21	-14.5	-7.3
CC(C)(C)NC(=O)c1cnn2c1NC(c1ccc(F)cc1)CC2C(F)(F)F (centres undefined)	5.6	1.9
Nc1c(C(=O)c2cccs2)oc2ccccc12	-12.3	-27.0
Cc1ccccc1CN1[C@@H](C(C)C)COCCS1(=O)=O	-6.1	.
O=C(Nc1ccc(S(=O)(=O)Nc2cnc3ccccc3n2)cc1)c1ccc(Br)o1	14.9	28.1
CC(C)CNC(=O)COC(=O)CCC(=O)c1ccc(F)cc1	6.7	.
O=C(N[C@@H](Cc1ccc(O)cc1)C(=O)O)c1ccc(C(F)(F)F)cc1	7.0	.
CC(C)(C)c1csc(NC(=O)c2ccc(Cl)s2)n1	8.9	5.2
Cc1cc(Cl)ccc1OC(C)C(=O)Nc1ccccc1N1CCOCC1 (centres undefined)	.	-14.6
CC1CN(C2CCN(S(=O)(=O)Cc3ccccc3)CC2)CC(C)O1 (centres undefined)	40.4	15.0
O=C(Nc1ccc(-c2nc3ccc(NC(=O)c4cccs4)cc3[nH]2)cc1)c1cccs1	-1.1	.
CCO[C@@H]1OC(C(=O)O)=C[C@H](c2ccc(Br)cc2)[C@H]1CCCO	-15.7	.
O=C(c1ccco1)N1CCN(C(=O)c2cc(-c3ccccn3)nc3ccccc23)CC1	-10.7	0.4
CCCS(=O)(=O)N1CCN(c2ccccn2)CC1	5.1	-9.2
CCn1c(=O)c(C(=O)NCc2cccnc2)c(O)c2ccccc21	5.0	-16.3
CCC(=O)Nc1ccc(NC(=O)c2c(C)nc3ccccn23)cc1	-10.9	-11.1
COc1ccc(/C=N/c2c(-c3ccco3)nc3ccccn23)cc1OC	53.0	.
CC(C)=CC1C=C(C)C(C)C2C(=O)NNC(=O)C12 (centres undefined)	6.8	.
Cc1cc(=O)[nH]c(SCc2nc3ccccc3n2Cc2ccccc2)n1	-13.4	-1.9
O=C(CCC1COc2ccccc2O1)Nc1ccc(Cl)cn1 (centres undefined)	-8.8	-14.7
C/C(=C\C(=O)C(F)(F)F)Nc1ccc(C(F)(F)F)cc1	10.5	.
Cc1ccc2cc(C3C(C#N)=C(N)Oc4c3ccc3cccnc43)c(=O)[nH]c2c1 (centres undefined)	11.3	.
CSCCC(Nc1nc2ccccc2s1)C(=O)O (centres undefined)	-27.2	-3.8
COc1cccc2sc(N3CCN(c4nc5ccccc5s4)CC3)nc12	-1.9	71.0*
Cc1ccc(O)c(C(=O)c2cnc3c(c2)CN(CCC(C)C)C(=O)N3)c1	-18.8	62.9*
Cc1cc(C)nc(NS(=O)(=O)c2ccc(-n3cccc3)cc2)n1	-15.2	1.1
Cc1ccccc1Nc1c(N)c(=O)oc2ccccc12	4.2	.
Cc1cccc2c1N(CCCOc1ccccc1)C(=O)C2=O	9.5	.
COc1ccc(CCNC(=O)CSc2nnc(Cn3c(=O)sc4ccccc43)n2C)cc1OC	13.4	-2.4
O=C(Nc1ccc(-c2nc3ccccc3o2)cc1)C1CCCO1 (centres undefined)	-3.5	-2.5
CCOC(=O)c1ccc(CSc2n[nH]c(C)n2)o1	-10.2	-8.9
CCCCOC(=O)C1[C@H]2C(=O)N(CCc3ccccc3)C[C@]23C=C[C@H]1O3 (some centres undefined)	9.7	0.7
O=C(O)C1C2C=CC(O2)C1C(=O)NCCC1=CCCCC1 (centres undefined)	-205.9	0.3
c1ccc(-c2csc(Nc3nc(N4CCOCC4)nc(N4CCOCC4)n3)n2)cc1	-5.0	11.8
C=CCn1c(SCC(=O)Nc2ncc(Cc3ccc(Br)cc3)s2)nnc1-c1ccncc1	5.1	.
CCSc1nc2ccccc2[nH]1	-0.2&-2.5	.
COc1ccc(N2C(=O)CCC(C(=O)O)C2c2ccc(F)cc2)cc1 (centres undefined)	8.2	2.1
O=C(c1cccnc1)N1CCN(C(=O)c2ccco2)CC1	-17.8	.
CC(=O)N1CCc2cc(S(=O)(=O)NC(CC(C)C)C(=O)N3CCc4ccccc4C3)ccc21 (centres undefined)	-11.6	-6.7
CN(C)/N=C/c1c(O)ccc2ccccc12	-9.8	.
O=C(C1CCC(CNc2c(N3CCOCC3)c(=O)c2=O)CC1)N1CCN(c2ccccc2)CC1 (centres undefined)	-13.1	-7.4
CCOc1cc(-c2nc(-c3ccc(OC)cc3)no2)cc(OCC)c1OCC	-8.7	14.4
COc1ccccc1OCCn1c(=O)sc2ccccc21	12.1	-85.5
CCOC(=O)Cc1csc(SCn2nnc3ccccc3c2=O)n1	12.0	-35.6
Cc1ccc(S(=O)(=O)N2CCN(c3nc(C)nc4sc(C)c(C)c34)CC2)cc1	-6.5	-2.4
COc1cccc(-c2nc(CS(=O)(=O)CC(=O)NC3CCCc4ccccc43)c(C)o2)c1 (centres undefined)	3.6	.
CNCC(O)c1ccc(O)cc1 (centres undefined)	-15.4	-12.4
CC1CN(C2CC(C)(C)NC(C)(C)C2)CCC1=O (centres undefined)	8.4	1.2
Cc1csc(NC(=O)CSc2nsc(SCC(=O)Nc3nc(C)cs3)c2C#N)n1	6.7	16.5
Cc1ccc(C2C(C(=O)c3ccco3)=C(O)C(=O)N2c2nnc(C)s2)cc1 (centres undefined)	9.1	.
Cc1ccc(SCC(=O)Nc2ccc(-c3nnc(-c4ccco4)o3)cc2)cc1	-2.4	.
CCCCN(C)Cc1c(C)[nH]c2c(Cl)cccc2c1=O	5.1	3.1
CSCCC(NC(=O)OCc1ccccc1)C(=O)O (centres undefined)	-12.9	.
COC(=O)C1C(O)=C(C(C)=N)C(=O)CC1(C)C (centres undefined)	8.8	-6.5
O=C(Cc1ccc(Cl)cc1)N1CCN(C(=O)c2ccco2)CC1	8.0	.
CNc1oc(Cc2cccc3ccccc23)nc1C#N	-8.1	-22.3
C=C(C)C(=O)N1CC2(CC(c3cccc(NC(=O)/C=C\C=C/C)c3)=NO2)C[C@H]1C(N)=O (some centres undefined)	5.0	.
Cc1nc(C)c(NC(=O)N2CCc3ccccc32)cc1NC(=O)N1CCc2ccccc21	-18.5	0.2

Another view of part of the listing above.
Results follow in this order: RmlC RmlD mix	RT RNaseH block
> Cc1ccc(SCC(=O)Nc2ccc(-c3nnc(-c4ccco4)o3)cc2)cc1
    -2.4	.
> CCCCN(C)Cc1c(C)[nH]c2c(Cl)cccc2c1=O
    5.1	3.1
> CSCCC(NC(=O)OCc1ccccc1)C(=O)O (centres undefined)
    -12.9	.
> COC(=O)C1C(O)=C(C(C)=N)C(=O)CC1(C)C (centres undefined)
    8.8	-6.5
> O=C(Cc1ccc(Cl)cc1)N1CCN(C(=O)c2ccco2)CC1
    8.0	.
> CNc1oc(Cc2cccc3ccccc23)nc1C#N
    -8.1	-22.3
> C=C(C)C(=O)N1CC2(CC(c3cccc(NC(=O)/C=C\C=C/C)c3)=NO2)C[C@H]1C(N)=O (some centres undefined)
    5.0	.

(listing goes on)
SMILES	RmlC RmlD mix	RT RNaseH block
CN1CCN(c2nc(-c3ccccc3)nc3c2oc2ccccc23)CC1	-4.6	-1.4
CCOC(=O)c1nnn(-c2nonc2N)c1COc1ccccc1	-6.6	-42.5
COc1cc(CC(=O)NCc2ccc3c(c2)OCO3)cc(OC)c1OC	-24.1	-5.8
Cc1ccc(N2C(=O)CSC2c2cccnc2)cc1F (centres undefined)	7.0	-9.1
CCc1cc(C=NC2CCCCC2)c(O)s1	.	3.4
CN1C(=O)CC(Sc2ncccc2C(=O)O)C1=O (centres undefined)	6.9	.
COc1ccc(CCNC(=O)CCS(=O)(=O)c2ccc3c(c2)CCN3C(C)=O)cc1OC	.	-0.8
O=C(NCCN1CCOCC1)c1csc2c1CCCCC2	-5.5	-6.1
O=C(Nc1nc(-c2ccccn2)cs1)c1ccc(S(=O)(=O)N2CCCCC2)cc1	.	-2.4
COc1ccc(CCC(=O)Nc2nc3c(s2)CN(C)CC3)cc1OC	-11.5	2.0
Cc1cccc(N(C(=O)c2csnn2)C(C(=O)NC(C)(C)C)c2ccncc2)c1 (centres undefined)	27.7	.
O=C(CN1CCCCC1)Nc1nnc(-c2ccccc2)s1	2.0	-4.0

Looked up by structure from the entries so far:
SMILES	RmlC RmlD mix	RT RNaseH block
O=C(CN1CCCCC1)Nc1nnc(-c2ccccc2)s1	2.0	-4.0
COc1cc(CC(=O)NCc2ccc3c(c2)OCO3)cc(OC)c1OC	-24.1	-5.8

Later entries:
SMILES	RmlC RmlD mix	RT RNaseH block
CCOC(=O)c1nnc(-c2ccccc2)nc1NC	-1.6	.
CC(C)C1N(C(=O)CN2CCCC2)CCN1S(=O)(=O)c1ccccc1 (centres undefined)	-9.4	-6.9
COc1ccccc1N1C(=O)C2C3C=CC(C3)C2(C)C1=O (centres undefined)	-2.7	-8.1
CC1CCN(S(=O)(=O)c2ccc3c(c2)oc(=O)n3CC(=O)N2CCc3ccccc3C2)CC1	10.2	.
Cc1ccc2occ(C(=O)c3ccco3)c(=O)c2c1	-1.8	5.3
CCOc1ccc(C(=O)NC2CCN(C(=O)Nc3ccccc3OC)CC2)cc1	-14.2	.
CCCc1cc(N2CCCC(C(=O)Nc3cc(Cl)ccc3OC)C2)n2ncnc2n1 (centres undefined)	.	-0.1
CCOC(=O)c1oc2cccc(OCC(O)CNC(C)C)c2c1C (centres undefined)	.	-6.0
CC(C)N1C(=O)CCC1C(=O)NC1CCCC1 (centres undefined)	-11.9	4.6
N=c1c2c(n(Cc3ccc(F)cc3)c3c1CCC3)CCC2	5.3	-10.4
C/C(=N\NC(=O)c1ccc(Cl)cc1)c1cccc(NC(=O)C(C)C)c1	5.7	.
CCC(=O)Nc1cc(SCCO)cc([N+](=O)[O-])c1	4.1	.
O=c1c2c(-c3cccs3)csc2ncn1/N=C/c1ccc(OC(F)F)cc1	0.7	.
O=C(/C=C\Nc1cccc(F)c1)c1ccc2c(c1)OCO2	-6.6	6.8
COc1cc(O)c(C(CCN2CCN(c3ccccc3)CC2)c2cc(OC)c(OC)c(OC)c2)c(OC)c1 (centres undefined)	-6.8	.
Cc1cc(C)nc(NC2=NCC(=O)N2CCc2c[nH]c3ccccc23)n1	2.8	-26.8
Cc1cc(/C(O)=C2\C(=O)C(=O)N(CCN(C)C)C2c2ccncc2)ccc1OCc1ccccc1 (centres undefined)	.	-10.5
COc1cccc(-c2nc3ccc(O)cc3c(=O)o2)c1	14.7	-39.7
Cc1ccc(C(=O)NCc2ccc3c(c2)OCO3)cc1N1CCCC1=O	6.9	0.2
Cc1cc([N+](=O)[O-])c(-c2ccc(/C=N/n3cnnc3)o2)cc1Cl	13.8	.
C[C@H]1CCC[C@]2(O[C@@H](CCO)C[C@H](O)[C@H]2O)O1	-69.7	.
Cc1ccc(NC(=O)c2cc(=O)c3ccccc3o2)cc1	2.7	.
CCOC(=O)c1ccc2[nH]c3ccccc3c2c1	-25.9	.
NC(=O)C1CCN(S(=O)(=O)c2cccc(S(=O)(=O)N3CCCCC3)c2)CC1	.	-1.6
Fc1ccccc1Cn1nnc2c(NCCc3ccccn3)ncnc21	2.7	3.5
CC(=O)c1ccc2c3c(cccc13)C(=O)N(c1c(C)nn(C)c1C)C2=O	171.4	-14.7
COc1ccc(NC(=O)c2cc(CN3C(=O)c4ccccc4C3=O)ccc2OC)cn1	79.8	-0.4
CCCc1nc(SCC(=O)Nc2cc(C)on2)c2c(=O)n(C)c(=O)n(C)c2n1	5.3	-4.5
O=C(NCCCN1CCCC1=O)NC1CCCCC1	-9.8	.
O=C(NC1CCN(C(=S)NCc2ccco2)CC1)C12CC3CC(CC(C3)C1)C2	3.4	.
Cc1nc2nc(CSc3ccc(Cl)cc3)cc(=O)n2[nH]1	-0.5	.
O=C(Nc1cccnc1)c1cc(-c2ccco2)on1	-0.5	-11.7
C=CCN(C(=O)Nc1ccccc1)C1CC(=O)N(c2ccc(OC)cc2)C1=O (centres undefined)	-4.9	-3.4
O=C1/C(=C/c2cccnc2)Oc2cc(OS(=O)(=O)c3ccccc3)ccc21	-7.1	.
COc1cc2nc(NCC3CCCO3)n3nc(-c4cccnc4)nc3c2cc1OC (centres undefined)	.	-103.0
COc1ccc(NC(=O)CSc2ncc(-c3ccc(F)cc3)n2Cc2ccco2)cc1	-7.0	.
CCOC(=O)c1cn2c3c(c(F)c(F)c(F)c3c1=O)SC(N1CCCC1)=N2	.	-4.8
COC(=O)CCCC1=CC2=CC(=O)C(C)(OC(=O)c3cccs3)C(=O)C2=CN1c1ccc(OC)cc1 (centres undefined)	1.5	.
COc1ccc(CNc2nc3c(c(C(F)(F)F)n2)CCCCC3)cc1	-3.9	-72.0
COc1ccc(C(=O)Nc2cccc3c2C(=O)NC3=O)cc1S(=O)(=O)N1CCOCC1	.	-2.4
CCN(CC)CCOC(=O)c1ccc(NC(=O)C2(c3ccccc3)CCCC2)cc1	-3.0	.
CCN(CC)CCN1C(=O)Cn2c(C)c(C)c3cccc1c32	-7.6	-4.6
CSc1cccc(NC(=O)CSc2nc3ccccc3o2)c1	-11.3	9.1
CCn1c(SCC(=O)NCc2cccs2)nc2c1c(=O)n(C)c(=O)n2C	2.4	-1.1
CCc1sc(C(=O)N2CCC3(CC2)OCCO3)cc1Br	0.9	0.9
CCOc1ccc(C2=Nn3c(nnc3-c3ccccn3)SC2)cc1	-8.9	-12.3
O=C(C1COc2ccccc2O1)N1CCOCC1 (centres undefined)	-7.7	1.7
CC(C)CNC(=S)NNC(=O)c1nn(C)cc1Cl	2.8	.
Cc1ccc(S(=O)(=O)CCC(=O)Nc2nccs2)cc1	9.2	.
CC(=O)c1ccc(NC(=O)c2ccc3nc(-c4ccco4)c(-c4ccco4)nc3c2)cc1	5.8	.
CCn1cc(C(=O)OCc2ccc(F)cc2)c(=O)c2ccc(C)nc21	10.7	-27.5
COCCNC(=O)Cn1nc(-c2ccccc2OC)ccc1=O	30.3	2.0
